Source: PubChem BioAssay (Fisher Drug Discovery Resource Center)
hcGAS lum: inhibitors of human cGAS. recombinant h-cGAS, ATP depletion, Kinase-Glo luminescence. inhibition, % at 12.5 µM. actives 0.081% (n = 290,000);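 further: 0% = vehicle reaction and 100% = reaction without DNA for no activity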
Target sequence (Q8N884 whole entry, looked up): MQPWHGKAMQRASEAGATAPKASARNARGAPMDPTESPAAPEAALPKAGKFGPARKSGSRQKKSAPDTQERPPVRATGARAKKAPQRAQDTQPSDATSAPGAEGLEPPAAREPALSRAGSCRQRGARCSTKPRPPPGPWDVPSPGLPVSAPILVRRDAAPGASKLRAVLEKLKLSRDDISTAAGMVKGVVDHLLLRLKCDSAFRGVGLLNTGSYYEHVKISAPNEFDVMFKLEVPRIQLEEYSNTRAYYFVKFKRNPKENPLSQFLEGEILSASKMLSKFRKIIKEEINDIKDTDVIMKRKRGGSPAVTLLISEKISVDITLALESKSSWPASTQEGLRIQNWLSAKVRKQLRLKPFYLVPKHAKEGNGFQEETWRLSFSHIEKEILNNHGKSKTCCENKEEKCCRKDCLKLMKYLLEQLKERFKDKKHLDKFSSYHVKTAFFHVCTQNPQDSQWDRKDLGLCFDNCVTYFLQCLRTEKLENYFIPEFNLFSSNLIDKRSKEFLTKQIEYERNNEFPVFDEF
mcGAS lum: blocks mouse cGAS activity | AID 1259399 | recombinant cGAS, Kinase-Glo ATP depletion luminescence | inhibition, % at 12.5 µM | actives 0.15% (n = 160,000);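 further: 0% = negative control wells and 100% = reference inhibitor with no enzyme activity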
NPYLR7 agonist: activates Aedes aegypti NPYLR7 receptor; actives 0.15% (n = 270,000); activation, % at 10 µM; HEK293T NPYLR7/Galpha15, GCaMP6s calcium fluorescence; in the data active means activation above about 40%;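 further: 0% = vehicle and 100% = reference agonist at the receptor; some compounds past the cut are filed as inactive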
* hit, by the source's call; . = not tested or not shown; & = joins results of further samples. Unless noted, no stated cut-off is given here; in the data, active means inhibition above about 40%; inactive means the rest.

SMILES	hcGAS lum	mcGAS lum	NPYLR7 agonist
COc1cccc(-n2nnc3c(N4CCN(S(=O)(=O)c5ccc(C)cc5C)CC4)ncnc32)c1	-7	-9	-5
Nc1cc(S(=O)(=O)C(F)(F)C(F)(F)C(F)(F)F)cc2c1OCC(=O)N2	-6	.	-1
O=C(NC1CC1)c1cccc(CSc2nc(Cl)cc(N3CCN(c4ccccc4Cl)CC3)n2)c1	2	4	-5
O=C1CN(C(=O)NCc2ccc3c(c2)OCO3)C2CCCCC2N1 (configuration not stated)	-1	.	-3
O=C(/C=C/c1ccc(F)cc1)N(Cc1nc2ccccc2c(=O)[nH]1)CC1CCCO1 (configuration not stated)	5	0	1
Cc1ccsc1C(=O)N1CCOc2ccc(CN3CCCC3)cc2C1	5	.	-5
CN1CCN(c2ccccc2NC(=O)C2CCCN(S(=O)(=O)c3ccc(Cl)cc3)C2)CC1 (configuration not stated)	-1	.	11
CCCCCCCC(=O)N(CC(=O)NCC(=O)Nc1ccc(C)cc1)Cc1ccc(F)cc1	-7	-5	22
CCNC(=O)O[C@@H]1CO[C@H]2[C@@H]1OC[C@@H]2NCc1cccc(C#N)c1	-4	-6	-7
CN(Cc1ccsc1)C(=O)Nc1ccc(C(F)(F)F)cc1	-4	.	3
O=C(NS(=O)(=O)c1ccc2c(c1)OCCO2)C1(c2ccc(F)cc2)CCC1	-6	-15	0
COc1cc(C=NNC(=S)NN=Cc2cc(OC)c(OC)c(OC)c2)cc(OC)c1OC	-9	.	2
N#CC1(c2ccccc2)CCC2(CC1)N=C(N)Nc1nc3cc4c(cc3n12)OCCCO4 (configuration not stated)	-12	.	9
CC(C)CC(NC(=O)C(COC(C)(C)C)NC(=O)C(Cc1ccc(O)cc1)NC(=O)C(CO)NC(=O)C(Cc1c[nH]c2ccccc12)NC(=O)C(Cc1cnc[nH]1)NC(=O)C1CCC(=O)N1)C(=O)N[C@@H](CCCN=C(N)N)C(=O)N1CCCC1C(=O)NNC(N)=O (some centres not stated)	-1	.	-6
Cc1ccc(-n2[nH]c(-c3cccc(C)c3)c(-c3ccccc3NC(=O)CC(C)C)c2=O)cc1	0	-2	3
O=C(c1c[nH]c(C(=O)N2CCCC2)c1)N1CCC(c2ccccc2)CC1	0	.	-3
Cc1ccccc1-n1nnnc1SCC(=O)NC(C)(C)C	-3	-6	5
O=C(CCCNC(=O)c1ccc(Cl)cc1)NC1CCS(=O)(=O)C1 (configuration not stated)	-8	.	5
CCc1csc(CNC(=O)c2ccc(NC3CCSC3)nc2)n1 (configuration not stated)	-7	.	2
O=C(NC1CCCN(c2ncccn2)C1)N1CCCc2ccccc21 (configuration not stated)	-2	.	-6

Brought forward from above: 4 entries; new compounds follow.
SMILES	hcGAS lum	mcGAS lum	NPYLR7 agonist
Cc1ccccc1-n1nnnc1SCC(=O)NC(C)(C)C	-3	-6	5
O=C(CCCNC(=O)c1ccc(Cl)cc1)NC1CCS(=O)(=O)C1 (configuration not stated)	-8	.	5
CCc1csc(CNC(=O)c2ccc(NC3CCSC3)nc2)n1 (configuration not stated)	-7	.	2
O=C(NC1CCCN(c2ncccn2)C1)N1CCCc2ccccc21 (configuration not stated)	-2	.	-6
COc1ccc(NC(=O)C(C2CCCC2)N2CCN(C(=O)c3ccccc3OC)CC2)cc1 (configuration not stated)	-5	-4	1
Cc1ccccc1C1=NOC(CN(Cc2ccccc2Cl)C(=O)c2cccs2)C1 (configuration not stated)	-4	-8	19
CCN(CC)c1ccc(CN(CCOC)C(=O)Nc2ccccc2OC)c(OS(=O)(=O)c2ccc(OC)cc2)c1	-7	-7	1
O=C1C2CC=C(Cl)CC2C(=O)N1CCO (configuration not stated)	1	-4	10
CCCc1noc(-c2cc(C)nc3c2c(C)nn3C)n1	-3	.	6
CCC/C=C/c1ccc(C(=O)NCC)cn1	-5	-8	-1
O=C(CN1CCOC(C(F)(F)F)C1)N1CCOc2ccccc21 (configuration not stated)	-5	-14	9
CCOc1ccc(CCNC(=O)C2CCC(Cn3c(=O)[nH]c4ccsc4c3=O)CC2)cc1 (configuration not stated)	1	.	1
COC(=O)Cn1c(-c2ccccc2)c[nH]c1=S	-4	-8	-12
COc1ccc(N(C)S(=O)(=O)c2ccsc2-c2nc(-c3ccccc3)no2)cc1Cl	-5	-9	.
Cc1ccc(NC(=O)CN2CN(c3ccccc3)C3(CCN(S(=O)(=O)c4ccc(Cl)cc4)CC3)C2=O)cc1C	-4	-5	27
COC(=O)c1[nH]ncc1CN1CCCN(c2ccc(F)cc2)CC1	-2	-13	-3
COc1ccc(C(C)(NC(C)=O)c2nc(-c3cccc(C(=O)O)c3)cs2)cc1 (configuration not stated)	-11	.	4
CCCc1cc(=O)[nH]c(-n2nc(C)cc2NC(=O)Cc2ccc(OCC)cc2)n1	-3	-2	-4
CCN(Cc1ccccc1)C(=O)CS(=O)(=O)c1ccc(C(C)C)cc1	-2	.	-5
CCOC(=O)c1cc(-c2cccc(NC(=O)c3cc(Cl)cnc3Cl)c2)n(-c2ccccc2C)n1	-6	-9	14
O=C(Nc1ccc([N+](=O)[O-])cc1)C1COc2ccccc2O1 (configuration not stated)	-4	.	-8
COc1cc(C2C(S(=O)(=O)NCc3ccccn3)CON2C)ccc1OCc1ccccc1 (configuration not stated)	-8	.	4
Cc1csc(C(C)n2ccnc2-c2cccc(CN3CCOCC3)c2)n1 (configuration not stated)	-4	.	4
Cc1cc(=O)[nH]c(-n2nc(C)c(CCC(=O)Nc3ccon3)c2C)n1	-5	.	9
CN(CCc1ccccn1)C(=O)CCNc1ccc(-n2ccnc2)cc1[N+](=O)[O-]	-5	-5	-6
Cc1noc(C)c1CNC(=O)CN1C(=O)COc2cc(Br)ccc21	-10	.	7
CCCc1cc(N2CCCC2)n2nc3nc(C)cc(C)c3c2n1	-8	-8	3
O=C(Nc1cccc(C(=O)N2CCCC2C2CCCC2)c1)C1CCCO1 (configuration not stated)	-10	-6	8
CC(C)CNC(=O)N1CCCC(CC(=O)N2CCOC(C)(C)C2)C1 (configuration not stated)	-4	.	7
C[C@H](c1ccccc1)n1c(=O)[nH]c2ncc(-c3cccc(N(C)C)c3)nc21	4	2	-8
CCOC(=O)C1(C)CCN1C(=O)c1ccc2c(c1)CCO2 (configuration not stated)	-3	.	-3
CCC(c1cccs1)n1cc2ncccc2c1O (configuration not stated)	-8	.	2
CC(C)n1cc(C(=O)N(C)CC2COCCO2)cn1 (configuration not stated)	-7	.	1
Cn1c(-c2ccccc2F)nn(CN2CCc3sccc3C2)c1=S	-3	-7	5
CNC(=O)[C@@H]1C[C@@H](N)CN1S(=O)(=O)N1CCc2ccccc2C1	-3	.	2
Cc1nnc(CSCc2cccc(OC(F)F)c2)o1	-6	.	7
Cc1ccc(C(=O)N2CCC(CCN3CCCC3)CC2)n1C(F)F	-16	-5	.
Cc1ccc(-c2cc(C(=O)NC(C)c3ccccc3)n(-c3ccccc3)n2)cc1C (configuration not stated)	2	4	-6
COC(=O)c1cc(OC(=O)c2cccs2)n(C)n1	-3	.	35
O=C(CCC1CCCN(C(=O)Cn2cccn2)C1)N1CCN(Cc2ccccc2)CC1 (configuration not stated)	-10	.	11
COc1ccc(OC2CCN(C(C)=O)CC2)c(C(=O)N2CCCCC2c2cccnc2)c1 (configuration not stated)	-8	.	3
CCC(C)N(Cc1c(C)nn(-c2ccccc2)c1N1CCN(CC)CC1)C(=O)c1ccc(F)cc1 (configuration not stated)	-3	-4	0
COc1ccc(-c2nc3ccccc3c(=O)n2Cc2ccc(Cl)cc2)c2ccccc12	-9	-11	2
COc1ccc(C(=O)N2CCCC(CO)(Cc3ccccc3C)C2)o1 (configuration not stated)	-1	0	17

Structures above containing an NH in an aromatic ring (10):
SMILES	hcGAS lum	mcGAS lum	NPYLR7 agonist
O=C(/C=C/c1ccc(F)cc1)N(Cc1nc2ccccc2c(=O)[nH]1)CC1CCCO1 (configuration not stated)	5	0	1
CC(C)CC(NC(=O)C(COC(C)(C)C)NC(=O)C(Cc1ccc(O)cc1)NC(=O)C(CO)NC(=O)C(Cc1c[nH]c2ccccc12)NC(=O)C(Cc1cnc[nH]1)NC(=O)C1CCC(=O)N1)C(=O)N[C@@H](CCCN=C(N)N)C(=O)N1CCCC1C(=O)NNC(N)=O (some centres not stated)	-1	.	-6
Cc1ccc(-n2[nH]c(-c3cccc(C)c3)c(-c3ccccc3NC(=O)CC(C)C)c2=O)cc1	0	-2	3
O=C(c1c[nH]c(C(=O)N2CCCC2)c1)N1CCC(c2ccccc2)CC1	0	.	-3
CCOc1ccc(CCNC(=O)C2CCC(Cn3c(=O)[nH]c4ccsc4c3=O)CC2)cc1 (configuration not stated)	1	.	1
COC(=O)Cn1c(-c2ccccc2)c[nH]c1=S	-4	-8	-12
COC(=O)c1[nH]ncc1CN1CCCN(c2ccc(F)cc2)CC1	-2	-13	-3
CCCc1cc(=O)[nH]c(-n2nc(C)cc2NC(=O)Cc2ccc(OCC)cc2)n1	-3	-2	-4
Cc1cc(=O)[nH]c(-n2nc(C)c(CCC(=O)Nc3ccon3)c2C)n1	-5	.	9
C[C@H](c1ccccc1)n1c(=O)[nH]c2ncc(-c3cccc(N(C)C)c3)nc21	4	2	-8

Next entries follow:
SMILES	hcGAS lum	mcGAS lum	NPYLR7 agonist
O=C(NCCNc1nc(-c2cccs2)nc2cc(Cl)ccc12)c1ccc(C(F)(F)F)cc1	-6	-8	2
O=C(c1cccs1)N(Cc1cccnc1)c1nc2cc3c(cc2s1)OCO3	-2	-7	-8
O=C(Cc1ccccc1Cl)Nc1cccnc1Oc1ccccc1	-4	.	3
CC(C)[C@@H](C(N)=O)n1cc(CCc2ccccc2)nn1	-8	.	0
Cc1ccn2cc(C(=O)NC(C3CC3)C3CC3)nc2c1	-7	.	6
CCOCCCNCC(=O)N1CCc2sccc2C1c1ccc(Cl)cc1Cl (configuration not stated)	-8	-6	-10
Cc1cc([N+](=O)[O-])ccc1NC(=O)CC1SC(=Nc2ccccc2)N(c2ccccc2)C1=O (configuration not stated)	-1	.	-3
Cc1nc2sccn2c1C=Cc1nc2ccccc2s1	-5	.	7
COC(=O)c1ccc(C2Nc3c(C(=O)O)cccc3C3C4CCC(C4)C23)cc1 (configuration not stated)	2	.	-17
COc1ccc(OC)c(C2SCCN2C(=O)Nc2ccc(C)c(C)c2)c1 (configuration not stated)	-10	-5	14
Cc1ccc(C(C)(C)NC(=O)c2cc(=O)c3ccccc3[nH]2)cc1	-5	-15	.
N#Cc1ccccc1NC(=O)CN1CCC(OCc2ccccc2)CC1	-1	.	8
OC1CCN(c2cc(N3CCOC(C(F)(F)F)C3)ncn2)CC1 (configuration not stated)	-7	-15	7
CC(NC(=O)c1cccc2ccnn12)c1nc2c(s1)CCCC2 (configuration not stated)	-2	-11	11
COc1ccc2c(c1)C1(SC(C)(C)CN1C(=O)Nc1ccc(F)cc1F)C(=O)N2 (configuration not stated)	3	1	-3
O=C(CCc1nnc(-c2ccccc2)o1)NCC1(c2ccccc2)CCCCC1	-11	.	3
COc1ccc(F)cc1CN(C)Cc1nc2sccc2c(=O)[nH]1	-3&-12	-12&-7	-2&9
CCSc1nc2nc3c(cn2n1)C(=O)CC(c1cccs1)C3 (configuration not stated)	0	.	5
CC(=O)Nc1ccc(S(=O)(=O)N(C)CC(=O)N2CCCC2c2ccc3c(c2)OCCO3)cc1 (configuration not stated)	-8	.	1
Clc1cccc(Oc2cc(N3CCOCC3)ncn2)c1	-2	-4	7
O=C(Nc1ccc(N2CCN(C(=O)CCCOc3ccccc3)CC2)nc1)c1ccccc1F	-4	-5	11
CCc1ccc(C(=O)N(Cc2ccc(F)cc2)C(CC)CO)s1 (configuration not stated)	-4	.	0
COc1ccccc1N1CCN(CC(=O)Nc2ccccc2SC)C1=O	-10	.	-9
CC1CCN(C(=O)Cn2nnc(-c3cccs3)n2)CC1	-6	.	22
CN(C)c1ccc(NC(=O)c2ccccc2Cl)cc1CN(Cc1ccco1)C(=O)c1cccs1	-3	2	-6
CN1CCC(=NNC(=O)CSCc2ccccc2)CC1	1	.	-15
FC(F)(F)c1ccc(Cn2ccnc2CNCc2cccnc2)cc1	-5	-6	-5
CCC(C)Cc1c(C)sc2nc(CSc3nnc4n3CCCCC4)[nH]c(=O)c12 (configuration not stated)	2	-1	4
O=C(CC(NCCO)C(=O)O)Nc1ccc2ccccc2c1 (configuration not stated)	-5	-9	1
Cc1ccccc1CO[C@]1(C(=O)NCC2CCCO2)CC(OCc2c(F)cccc2F)[C@H](O)[C@H](O)C1 (some centres not stated)	-3	-8	6
COC(=O)c1ccccc1N/C=C(\C#N)c1nc2ccccc2n1C	-4	-8	-1
CC(C)C(=O)NC1CCN(C(=O)c2csc(Br)c2)CC1	-5	.	5
CCOCCn1c(N2CCN(c3ccccc3)CC2)nc2c1c(=O)[nH]c(=O)n2C	-6	.	-4
CCn1nccc1C(=O)N1CCCCC1CCN1CCCC1 (configuration not stated)	-21	-7	.
Cc1nc2c(C)cccn2c(=O)c1NC(=O)Nc1ccc(F)cc1F	-3	-7	-1
CCOC(=O)C1=C(O)/C(=C\c2cccc(OC)c2OC)SC1=Nc1ccc([N+](=O)[O-])cc1	-6	-4	5
C=CCOCC(O)CN(Cc1ccsc1)CC1CCCO1 (configuration not stated)	-3	1	-1
CN(CCC1CCCCO1)C(=O)c1ccc2c(c1)OCCO2 (configuration not stated)	-7	.	6
CCc1nnc(C(C)Sc2ccncc2)o1 (configuration not stated)	-2	.	-1
O=C(Nc1ccc2[nH]cc(CCN3CCc4ccccc4C3)c2c1)C(F)(F)C(F)(F)C(F)(F)F	-9	-7	2
O=C1NCC(=O)N2CCN(C(=O)c3cccc4c3NCCC4)CC12 (configuration not stated)	3&-9	.	-4&-1
O=c1oc2ccc(Br)cc2cc1-c1nnc(-c2ccccc2)o1	-2	-4	-5
O=C(NC1CCCc2ccccc21)C(C1CCCC1)N1CCN(C(=O)c2cccc(Cl)c2)CC1 (configuration not stated)	-3	-4	-8
